Screens: PubChem, Broad Institute
TcdB inh: inhibitors of Clostridioides difficile toxin B glycohydrolase; P18177; TcdB glycohydrolase enzymatic assay, plate reader; inhibition, % at 9.99 µM; hit rate 0.24% among 350,000; in the data active means inhibition above about 10%
Numbers without * were called inactive.

SMILES	TcdB inh
C[C@H](CO)N1C[C@H](C)[C@@H](CN(C)Cc2cncnc2)Oc2cc(-c3ccccc3)ccc2S1(=O)=O	1.0
C[C@@H]1CN([C@@H](C)CO)C(=O)c2cc(N(C)C)ccc2O[C@@H](C)CCCCO[C@H]1CN(C)C(=O)c1ccccc1	-6.3
Cc1noc(C)c1S(=O)(=O)N(C)C[C@H]1Oc2ccc(NC(=O)CCCCCC(=O)Nc3ccccc3N)cc2CC(=O)N([C@H](C)CO)C[C@H]1C	-17
CO[C@H](CN(C)Cc1ccc2c(c1)OCO2)[C@@H](C)CN(C(=O)Nc1ccc(F)cc1)[C@H](C)CO	0.3
CN(C)C(=O)c1ccc(-c2cccc(-c3nc(C(=O)NCc4ccccc4)cc4c3[C@H](CCO)N([S@@](=O)C(C)(C)C)C4)c2)cc1	-0.1
COc1ccc(CN(C)C[C@H]2OCCCC[C@H](C)Oc3ccc(NC(=O)Nc4ccc5c(c4)OCO5)cc3C(=O)N([C@H](C)CO)C[C@@H]2C)cc1	0.4
CC(C)C#Cc1ccc2c(c1)O[C@H](CN(C)Cc1ccccn1)[C@H](C)CN([C@@H](C)CO)S2(=O)=O	0.1
O=C(c1ccccc1F)N1CC[C@H]2[C@H](CO)Nc3ccc(C#Cc4ccc(F)cc4)cc3[C@H]21	-9.5
C[C@@H]1CN([C@@H](C)CO)C(=O)c2cc(-c3ccccc3)cnc2O[C@@H]1CN(C)C(=O)c1cccnc1	0.8
C[C@H](CO)N1C[C@H](C)[C@@H](CN(C)C(=O)c2ccccn2)Oc2cc(C#CC3CC3)ccc2S1(=O)=O	0.8
Cc1nn(C)cc1NC(=O)C[C@@H]1CC[C@@H]2[C@@H](COc3ccc(NC(=O)NC(C)C)cc3C(=O)N2C)O1	-1.3
COc1ccc(-c2ccccc2[C@@H]2[C@H](C#N)N(C(=O)C3CC3)[C@H]2CO)cc1	1.8
O=C(Nc1ccc(F)cc1)N1C[C@@H]2[C@H](c3ccccc31)[C@H](CO)N2C(=O)Cc1ccncc1	-6.5
C[C@@H]1CN([C@H](C)CO)C(=O)Cc2cc(NC(=O)Cc3cn(C)c4ccccc34)ccc2O[C@@H]1CN(C)Cc1ccc(-c2ccccc2)cc1	0.2
COc1ccc(S(=O)(=O)N(C)C[C@@H]2OCCCC[C@H](C)Oc3ccc(NC(=O)C4CCCCC4)cc3C(=O)N([C@H](C)CO)C[C@@H]2C)cc1	1.3
C[C@@H](O)C#Cc1ccc([C@@H]2[C@H]3CN(C(=O)c4ccc(F)cc4)CCCCN3[C@H]2CO)cc1	0.2
C[C@H]1CN([C@@H](C)CO)C(=O)c2cccc(NC(=O)Nc3ccccc3)c2O[C@@H]1CN(C)CC1CCCCC1	-1.4
Cc1noc(C)c1NC(=O)Nc1ccc2c(c1)CC(=O)N([C@@H](C)CO)C[C@H](C)[C@H](CN(C)S(=O)(=O)c1c(C)noc1C)O2	0.9
C[C@H]1CN([C@@H](C)CO)C(=O)c2cccc(NC(=O)C3CCOCC3)c2O[C@@H]1CN(C)S(=O)(=O)c1ccc(F)cc1	-0.4
O=C(C[C@H]1C[C@H]2c3cc(NS(=O)(=O)c4ccc(F)cc4)ccc3O[C@H]2[C@H](CO)O1)NCCc1ccccc1	0.8
O=C(C[C@@H]1CC[C@H]2[C@@H](COC[C@@H](O)CN2CC2CC2)O1)NCC1CC1	-1.4
C[C@@H]1CN([C@H](C)CO)C(=O)c2cccc(NS(C)(=O)=O)c2O[C@H]1CN(C)S(=O)(=O)c1ccccc1	-1.4
COc1ccc(S(=O)(=O)N(C)C[C@H]2Oc3ccc(NS(=O)(=O)c4c(C)noc4C)cc3C(=O)N([C@@H](C)CO)C[C@H]2C)cc1	0.8
COc1ccc(S(=O)(=O)N(C)C[C@@H]2OCc3ccccc3-c3ccccc3C(=O)N([C@H](C)CO)C[C@@H]2C)cc1	0.0
CO[C@@H]1CN(C)C(=O)c2ccc(NS(C)(=O)=O)cc2OC[C@@H](C)N(C(=O)C2CCC2)C[C@H]1C	0.4
Cc1noc(C)c1S(=O)(=O)Nc1ccc2c(c1)C(=O)N([C@H](C)CO)C[C@@H](C)[C@H](CN(C)CC1CCCCC1)OCCCC[C@@H](C)O2	-2.0
N#C[C@H]1[C@H](c2ccc(-c3cccc(F)c3)cc2)[C@H](CO)N1C(=O)CN1CCOCC1	-0.5
CCNC(=O)C[C@H]1CC[C@H](NC(=O)C2CCOCC2)[C@H](CO)O1	0.0
C[C@H](CO)N1C[C@H](C)[C@@H](CN(C)Cc2ccccc2)OCCCC[C@H](C)Oc2ccc(NC(=O)C3CCCCC3)cc2C1=O	-1.0
Cc1noc(C)c1NC(=O)N(C)C[C@@H]1OCCCC[C@H](C)Oc2ccc(NC(=O)NC3CCCCC3)cc2C(=O)N([C@H](C)CO)C[C@@H]1C	1.0
C[C@H](NC(=O)C[C@H]1CC[C@@H]2[C@H](COC[C@H](O)CN2C(=O)Nc2cc(Cl)cc(Cl)c2)O1)c1ccccc1	-3.3
CN(C)Cc1cn(CC[C@H]2CC[C@H](N)[C@@H](CO)O2)nn1	0.6
COc1ccc(NC(=O)Nc2cccc3c2O[C@H](CN(C)Cc2ccccc2)[C@@H](C)CN([C@H](C)CO)C3=O)cc1	0.9
CC(C)NC(=O)Nc1ccc2c(c1)C(=O)N([C@H](C)CO)C[C@@H](C)[C@@H](CN(C)S(=O)(=O)c1cccs1)OCCCC[C@@H](C)O2	-0.3
COc1ccc2c3c(n(C)c2c1)[C@H](CO)N(C(=O)CC1CC1)CC31CCN(Cc2ccncc2)CC1	0.8
C[C@@H]1CN([C@@H](C)CO)C(=O)c2c(c3ccccc3n2C)-c2ccccc2CO[C@@H]1CN(C)S(=O)(=O)c1ccccc1F	0.2
CC(C)NC(=O)N(C)C[C@H]1OCCCC[C@@H](C)Oc2ccc(NS(=O)(=O)c3ccccc3)cc2C(=O)N([C@@H](C)CO)C[C@H]1C	0.7
COc1ccc(-c2ccc3c(c2)O[C@@H](CN(C)CC2CCOCC2)[C@@H](C)CN([C@H](C)CO)S3(=O)=O)cc1	0.9
C[C@@H]1CN([C@@H](C)CO)C(=O)Cc2cc(NC(=O)NC3CCCCC3)ccc2O[C@@H]1CN(C)C(=O)Nc1cccc2ccccc12	-1.5
C[C@H]1CN([C@@H](C)CO)C(=O)c2cc(NC(=O)c3ccncc3)ccc2O[C@H]1CN(C)C(=O)Nc1ccccc1	0.3
CNC[C@H]1Oc2cc(-c3ccc(OC)cc3)ccc2S(=O)(=O)N([C@H](C)CO)C[C@@H]1C	-1.6
Cc1ccc(S(=O)(=O)NCC[C@H]2CC[C@H](NC(=O)CC3CC3)[C@H](CO)O2)cc1	0.3
C[C@@H]1CN([C@@H](C)CO)C(=O)c2cccc(NC(=O)NC3CCCCC3)c2O[C@@H]1CN(C)S(=O)(=O)c1ccc(F)cc1	-1.0
COc1ccc(S(=O)(=O)Nc2ccc3c(c2)C(=O)N([C@@H](C)CO)C[C@@H](C)[C@H](CN(C)C(=O)Nc2ccc4c(c2)OCO4)OCCCC[C@@H](C)O3)cc1	0.0
Cc1ccc(S(=O)(=O)N(C)C[C@H]2Oc3ccc(NC(=O)CCN4CCOCC4)cc3CC(=O)N([C@H](C)CO)C[C@H]2C)cc1	-1.0
C[C@H](CO)N1C[C@H](C)[C@@H](CN(C)C(=O)Nc2ccc(F)cc2)Oc2cc(-c3ccncc3)ccc2S1(=O)=O	1.7
C[C@H](O)C#Cc1ccc([C@H]2[C@@H](CO)N3CCCCN(CC4CC4)C[C@H]23)cc1	-0.8
COCC(=O)N(C)C[C@@H]1Oc2cc(-c3cccc(F)c3)ccc2S(=O)(=O)N([C@H](C)CO)C[C@H]1C	0.6
O=C(Nc1cccc(F)c1)N1CC(=O)N2[C@H](CO)[C@@H](c3ccc(-c4cccc(F)c4)cc3)[C@@H]2C1	-0.5
COc1ccc(S(=O)(=O)Nc2ccc3c(c2)CC(=O)N([C@H](C)CO)C[C@H](C)[C@H](CN(C)Cc2ccc(-c4ccccc4)cc2)O3)cc1	0.1
O=C(C[C@H]1C=C[C@H](NS(=O)(=O)c2ccc(F)cc2)[C@@H](CO)O1)NCc1ccc(Cl)c(Cl)c1	1.7
CO[C@@H](CN(C)S(=O)(=O)c1ccc(Cl)cc1)[C@H](C)CN([C@@H](C)CO)S(=O)(=O)c1cccc(Cl)c1	0.8
C[C@H]1CN([C@@H](C)CO)C(=O)Cc2cc(NS(=O)(=O)c3ccccc3)ccc2O[C@H]1CN(C)Cc1ccc(C(=O)Nc2ccccc2N)cc1	1.1
C[C@@H]1CN([C@@H](C)CO)C(=O)Cc2cc(NC(=O)c3ccncc3)ccc2O[C@H]1CN(C)S(=O)(=O)c1ccccc1	0.9
CCC(=O)N1CC[C@H]2[C@H](CO)Nc3ccc(C#Cc4ccccc4F)cc3[C@H]21	0.3
CCC(=O)N1[C@@H]2Cn3c(ccc(-c4ccccc4F)c3=O)[C@H]1[C@@H](C(=O)NC1CCCC1)[C@@H]2CO	0.1
CC(=O)N1CC2(C1)[C@H](c1ccc(-c3cccc(F)c3)cc1)[C@H](CO)N2CC1CCCC1	0.6
COc1ccc(NC(=O)N(C)C[C@H]2OCCCC[C@@H](C)Oc3ccc(NC(=O)Cc4ccccc4)cc3C(=O)N([C@@H](C)CO)C[C@H]2C)cc1	-1.4
Cc1ccc(S(=O)(=O)Nc2ccc3c(c2)C(=O)N([C@@H](C)CO)C[C@@H](C)[C@H](CN(C)C(=O)C2CCCCC2)OCCCC[C@H](C)O3)cc1	-0.1
COc1ccc([Si](C)(C)[C@@H]2[C@@H](CCn3cc([C@H](O)c4ccccc4)nn3)O[C@]3(C(=O)N(Cc4ccc(N5CCC5=O)cc4)c4ccccc43)[C@H]2C)cc1	-1.0
Further structures:
SMILES	TcdB inh
C[C@H](CO)N1C[C@H](C)[C@H](CN(C)C(=O)CCN(C)C)OCc2ccccc2-c2c(n(C)c3ccccc23)C1=O	-7.9
C[C@H](CO)N1C[C@H](C)[C@@H](CN(C)Cc2ccc(Cl)c(Cl)c2)Oc2c(NC(=O)Nc3ccc(F)cc3)cccc2C1=O	-0.1
COc1ccc(S(=O)(=O)Nc2ccc3c(c2)[C@@H]2C[C@@H](CC(=O)N(C)C)O[C@@H](CO)[C@@H]2O3)cc1	0.0
C[C@H]1CN([C@@H](C)CO)C(=O)c2cc(C3=CCCC3)cnc2O[C@H]1CN(C)C(=O)c1cccnc1	0.6
C[C@@H]1CN([C@H](C)CO)C(=O)c2cc(C#CC3CCCC3)cnc2O[C@H]1CN(C)C(=O)Cc1ccccn1	0.6
C[C@H]1CN([C@@H](C)CO)C(=O)c2cc(C3=CCCC3)cnc2O[C@@H]1CN(C)C(=O)NC1CCCC1	0.6
COc1ccc(CN(C)C[C@@H]2OCc3cn(nn3)CCCC(=O)N([C@H](C)CO)C[C@@H]2C)cc1	0.1
CCC(=O)N1CC(=O)N2[C@@H](CO)[C@@H](c3ccc(-c4ccc(C#N)cc4)cc3)[C@@H]2C1	-0.9
C[C@@H]1CN([C@@H](C)CO)C(=O)c2cccc(NC(=O)c3cnccn3)c2O[C@@H]1CN(C)Cc1ccc(C(=O)O)cc1	-0.5
COc1ccc(S(=O)(=O)Nc2cccc3c2O[C@H](CN(C)S(=O)(=O)c2cn(C)cn2)[C@H](C)CN([C@H](C)CO)C3=O)cc1	-1.8
C[C@@H]1CCCCO[C@H](CN(C)S(C)(=O)=O)[C@@H](C)CN([C@@H](C)CO)C(=O)c2cc(NC(=O)Nc3ccc4c(c3)OCO4)ccc2O1	0.0
C[C@@H]1CN([C@H](C)CO)S(=O)(=O)c2ccc(C#Cc3ccncc3)cc2O[C@H]1CN(C)C(=O)C1CCCCC1	-1.8
C[C@@H]1CN([C@H](C)CO)C(=O)c2cc(NC(=O)C3CCCCC3)ccc2O[C@@H](C)CCCCO[C@H]1CN(C)C(=O)Nc1ccc(C(F)(F)F)cc1	-0.7
CNC(=O)C[C@H]1CC[C@@H]2[C@@H](COc3ccc(NC(=O)Nc4ccc(F)c(F)c4)cc3C(=O)N2C)O1	2.1
CCC(=O)N1CC(=O)N2[C@H](C1)[C@@H](c1ccc(C#Cc3cccc(F)c3)cc1)[C@@H]2CO	0.2
O=C(C[C@@H]1CC[C@H]2[C@@H](COC[C@@H](O)CN2C(=O)c2ccccc2F)O1)NCc1ccc(F)cc1	0.9
C[C@@H]1CN([C@H](C)CO)S(=O)(=O)c2ccc(C#CCN(C)C)cc2O[C@@H]1CN(C)C(=O)CC1CC1	-1.8
CCCC(=O)N1C[C@H]2[C@@H](c3ccccc31)[C@@H](CO)N2C(=O)Nc1ccccc1	-0.6
C[C@@H]1CN([C@@H](C)CO)S(=O)(=O)c2ccc(C#Cc3ccccn3)cc2O[C@H]1CN(C)Cc1ccc(F)cc1	-1.2

Nothing new here: an excerpt of the list.
SMILES	TcdB inh
C[C@H](CO)N1C[C@H](C)[C@H](CN(C)C(=O)CCN(C)C)OCc2ccccc2-c2c(n(C)c3ccccc23)C1=O	-7.9
C[C@H](CO)N1C[C@H](C)[C@@H](CN(C)Cc2ccc(Cl)c(Cl)c2)Oc2c(NC(=O)Nc3ccc(F)cc3)cccc2C1=O	-0.1
COc1ccc(S(=O)(=O)Nc2ccc3c(c2)[C@@H]2C[C@@H](CC(=O)N(C)C)O[C@@H](CO)[C@@H]2O3)cc1	0.0
C[C@H]1CN([C@@H](C)CO)C(=O)c2cc(C3=CCCC3)cnc2O[C@H]1CN(C)C(=O)c1cccnc1	0.6
C[C@@H]1CN([C@H](C)CO)C(=O)c2cc(C#CC3CCCC3)cnc2O[C@H]1CN(C)C(=O)Cc1ccccn1	0.6
C[C@H]1CN([C@@H](C)CO)C(=O)c2cc(C3=CCCC3)cnc2O[C@@H]1CN(C)C(=O)NC1CCCC1	0.6
COc1ccc(CN(C)C[C@@H]2OCc3cn(nn3)CCCC(=O)N([C@H](C)CO)C[C@@H]2C)cc1	0.1
CCC(=O)N1CC(=O)N2[C@@H](CO)[C@@H](c3ccc(-c4ccc(C#N)cc4)cc3)[C@@H]2C1	-0.9
C[C@@H]1CN([C@@H](C)CO)C(=O)c2cccc(NC(=O)c3cnccn3)c2O[C@@H]1CN(C)Cc1ccc(C(=O)O)cc1	-0.5
COc1ccc(S(=O)(=O)Nc2cccc3c2O[C@H](CN(C)S(=O)(=O)c2cn(C)cn2)[C@H](C)CN([C@H](C)CO)C3=O)cc1	-1.8
C[C@@H]1CCCCO[C@H](CN(C)S(C)(=O)=O)[C@@H](C)CN([C@@H](C)CO)C(=O)c2cc(NC(=O)Nc3ccc4c(c3)OCO4)ccc2O1	0.0

Only part of the results is shown (hit frequency here may not be typical).
